Compound activity as filed in PubChem.
WRN inhibitor: qHTS for Inhibitors of WRN Helicase | Bifunctional 3'-5' exonuclease/ATP-dependent helicase WRN (Homo sapiens), Q14191 | AID 651768, 2012 | WRN helicase unwinding, fluorescent forked duplex, kinetic | Potency, µM (titrated, usually from 114 µM), inactives show at the highest dose activity change, negative = inhibition, usual class: inhibitors | actives 0.46% (n = 360,000); further: potency means the concentration at half of the fitted maximal effect; on the % scale 0 is the no-effect control and ±100 the full control effect; nearly all actives have a fitted effect of over 55% in size
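Kinetic fluorescence helicase assay: unwinding of a quenched forked DNA duplex (100 nM final) with 2 mM ATP final raises red fluorescence (525/598 nm). Compounds sat 15 min at room temperature with 20 nM WRN beforehand.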
PI5P4Ka inh: qHTS for Inhibitors of phosphatidylinositol 5-phosphate 4-kinase (PI5P4K) | Phosphatidylinositol 5-phosphate 4-kinase type-2 alpha (Homo sapiens), P48426 | PI5P4Kalpha enzyme, ADP-Glo luminescence, 60 min; hits give low values | max response, % | actives 1.2% (n = 330,000); active means max response of -50% or lower; inconclusive means between -30% and -50%; inactive means -30% or higher; further: value at the top dose of about 77 µM; on the % scale 0 is the no-effect control and ±100 the full control effect
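Single end-point luminescence (ADP-Glo) quantified ADP from PI5P4Kalpha turnover; ATP 5 microM final, 1 h at RT, 0.1% CHAPS and 0.28 mM EGTA in HEPES pH 7.4.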
EPAC1 ag: qHTS for Agonist of cAMP-regulated guanine nucleotide exchange factor 3 (EPAC1): primary screen; EPAC1 agonist qHTS, biochemical assay; response scale: 100% = response to 6.5 mM cAMP; Potency, µM (series often up to 154 µM), without a hit: at the top dose activation, hits mostly activators; Rap guanine nucleotide exchange factor 3 (Homo sapiens), O95398; actives 0.073% (n = 360,000); further: potency means the concentration at half of the fitted maximal effect; nearly all actives have a fitted effect of over 60% in size
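Nucleotide exchange assay: 100 nM EPAC1 with 250 nM Rap1B loaded with BODIPY-GDP and 50 uM GDP, room temperature. Fluorescence (480/540 nm) read every 5 min for 30 min; signal change normalized to 6.5 mM cAMP as full agonist.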
MmCpn inh: Inhibitors of TCP-1 ring complex (TRiC) of Methanococcus maripaludis (MmCpn): qHTS; purified Mm-Cpn ATPase, ADP Transcreener TR-FRET; Potency, µM (doses to about 76.9 µM), for inactives: top-dose activity, negative = inhibition, most hits filed as inhibitors; actives 0.031% (n = 330,000); further: potency means the concentration at half of the fitted maximal effect; on the % scale 0 is the no-effect control and ±100 the full control effect; nearly all actives have a fitted effect of over 80% in size
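Purified archaeal chaperonin (25 nM final) was preincubated with compound for 10 min at 37°C, then ATP (10 uM final) was added for 30 min at 37°C in Tris pH 7.4/KCl/MgCl2/DTT buffer. ADP was quantified by HTRF Transcreener TR-FRET.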
EPAC1 antagonist: qHTS for Antagonist of cAMP-regulated guanine nucleotide exchange factor 3 (EPAC1): primary screen; EPAC1 GEF assay, Rap1b-BODIPY-GDP exchange fluorescence; Potency, µM (titrated, usually from 115 µM), for inactives: at the highest dose activity change, negative = inhibition, usual class: inhibitors; actives 0.14% (n = 360,000); AID 720709, 2013;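 further: potency means the concentration at half of the fitted maximal effect; plate controls were vehicle for no effect and positive control for full effect; nearly all actives have a fitted effect of over 50% in size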
PLK1 PBD block: qHTS for Inhibitors of PLK1-PDB (polo-like kinase 1 - polo-box domain): Primary Screen; AID 720504, 2013; Plk1 PBD binding of FITC phosphopeptide, fluorescence polarization; Serine/threonine-protein kinase PLK1 (Homo sapiens), P53350; actives 2.8% (n = 360,000); Potency, µM, for inactives: max response, negative = inhibition, actives largely listed as inhibitors; further: potency means the concentration at half of the fitted maximal effect; series mostly up to about 57 µM; on the % scale 0 is the no-effect control and ±100 the full control effect; nearly all actives have a fitted effect of over 65% in size
EPAC2 antagonist: qHTS for Antagonist of cAMP-regulated guanine nucleotide exchange factor 2 (EPAC2): primary screen. Rap guanine nucleotide exchange factor 4 (Homo sapiens), Q8WZA2. EPAC2 GEF exchange of Rap1B-BODIPY-GDP, fluorescence. Potency, µM (series often up to 114 µM), without a hit: top-dose activity, negative = inhibition, hits mostly inhibitors. actives 0.18% (n = 360,000); further: potency means the concentration at half of the fitted maximal effect; on the % scale 0 is the no-effect control and ±100 the full control effect; nearly all actives have a fitted effect of over 45% in size; many of its hits are not listed in these tables
Target sequence (Q8WZA2 whole entry, looked up): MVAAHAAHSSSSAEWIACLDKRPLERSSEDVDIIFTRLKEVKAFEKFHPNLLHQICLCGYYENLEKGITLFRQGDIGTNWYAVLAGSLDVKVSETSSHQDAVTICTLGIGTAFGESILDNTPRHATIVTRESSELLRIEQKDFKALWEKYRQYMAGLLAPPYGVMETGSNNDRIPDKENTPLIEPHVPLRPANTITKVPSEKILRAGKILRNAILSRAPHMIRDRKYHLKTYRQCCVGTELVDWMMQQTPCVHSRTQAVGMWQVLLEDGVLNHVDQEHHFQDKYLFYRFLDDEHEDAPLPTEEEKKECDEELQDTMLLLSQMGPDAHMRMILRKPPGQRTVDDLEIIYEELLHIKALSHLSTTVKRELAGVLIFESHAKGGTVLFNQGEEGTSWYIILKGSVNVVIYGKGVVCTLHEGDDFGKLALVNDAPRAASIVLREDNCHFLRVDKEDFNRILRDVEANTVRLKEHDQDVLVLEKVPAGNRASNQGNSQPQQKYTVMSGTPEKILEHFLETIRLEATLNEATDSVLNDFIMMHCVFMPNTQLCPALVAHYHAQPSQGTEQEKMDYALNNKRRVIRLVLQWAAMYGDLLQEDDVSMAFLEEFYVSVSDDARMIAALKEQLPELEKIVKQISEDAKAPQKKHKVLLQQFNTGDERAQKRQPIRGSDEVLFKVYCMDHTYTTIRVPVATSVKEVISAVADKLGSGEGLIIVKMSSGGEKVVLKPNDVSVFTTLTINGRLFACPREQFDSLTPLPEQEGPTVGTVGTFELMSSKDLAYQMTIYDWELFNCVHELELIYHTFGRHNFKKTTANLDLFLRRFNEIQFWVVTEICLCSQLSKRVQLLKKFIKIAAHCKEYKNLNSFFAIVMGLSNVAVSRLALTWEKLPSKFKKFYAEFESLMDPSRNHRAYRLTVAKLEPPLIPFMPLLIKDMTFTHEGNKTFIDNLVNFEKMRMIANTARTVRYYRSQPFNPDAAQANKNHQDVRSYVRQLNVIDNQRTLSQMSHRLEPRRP
CCT chaperon mod: High-Throughput Screening for Modulators of Cytosolic Chaperonin Activity; actives 0.3% (n = 360,000); activity change, % (concentration not given with the values), hits read low; purified chaperonin ATPase assay, HTRF ADP detection, 30 min; AID 651819, 2012; in the data active means activity change below about -30%; further: on the % scale 0 is the no-effect control and ±100 the full control effect
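TRiC at 40 or 20 nM final (batch-dependent) in 30 mM Tris pH 7.4, 100 mM KCl, 5 mM MgCl2, 1 mM DTT, with compound at single 76 uM and 10 uM ATP, 30 min at 37 deg C. ADP detected by HTRF Transcreener, 665/615 ratio.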
* hit, by the source's call; ? = inconclusive; . = no result given; [ ] = another dose, or the depositor's remark. Unless noted, the call rests on the fitted dose curve; in most records, active means well fitted curve in the direction sought with a large enough effect; inconclusive means small, poorly fitted or top-dose-only effect, or another doubt; inactive means no such curve, though single readings can be large; an effect the other way counts as inactive or inconclusive. An excerpt; rates above refer to the full screens.

SMILES	WRN inhibitor	PI5P4Ka inh	EPAC1 ag	MmCpn inh	EPAC1 antagonist	PLK1 PBD block	EPAC2 antagonist	CCT chaperon mod
CCc1ccc(NC(=O)CN(c2ccccc2)S(=O)(=O)N(C)C)cc1	-29%	?	-12%	-2%	-18%	-17%	-18%	2.2
CC(C)CCNC(=O)C1(O)c2ccccc2NC(=O)N1c1ccc(Cl)cc1 (centres undefined)	-4%	9	8%	0%	-12%	-5%	1%	-2.1
COc1ccccc1OCC(=O)OCC(=O)NCCN1C(=O)CSC1=O	-7%	9	-4%	1%	-3%	-4%	-12%	-2.7
Cc1ccc(C(=O)Nc2cccc(C(=O)N3CCN(C)CC3)c2)cc1	3%	.	-2%	3%	5%	-3%	-6%	0.7
COC(=O)c1sc(NC(=O)CSc2nc3cccnc3n2C2CCCCC2)nc1C	-10%	3	2%	0%	11%	-1%	0%	1.3
Cc1cccc(C)c1NC1=NC(=S)N(c2ccc(C(=O)O)cc2)C12CCCCC2	5%	-1	5%	2%	5%	-12%	7%	-0.3
CCOC(=O)C1=C(COC(=O)Cc2ccc(Br)cc2)NC(=O)NC1C (centres undefined)	-35%	-13	3%	1%	5%	-7%	-7%	-0.9
CC(=O)Nc1ccc(OCC(O)CNC(C)C)cc1 (centres undefined)	-5%	-8	-20%	.	4%	-4%	-13%	-3.1
CCNC(=O)C1CCCN(C(=O)c2ccc(C(F)(F)F)cc2)CC1 (centres undefined)	7%	-5	-3%	.	14%	2%	32%[activator]	-5.6
CCOC(=O)N1CCN(C(=O)CS(=O)(=O)Cc2nc(-c3ccccc3F)oc2C)CC1	-6%	-1	-16%	-2%	14%	-5%	4%	-11
N#Cc1nc(-c2ccco2)oc1N1CCOCC1	-2%	.	1%	-5%	3%	-2%	3%	-3.0
COc1cc(/C=C/c2ccc3cccc([N+](=O)[O-])c3n2)ccc1OCC#N	0%	-4	4%	-8%	-3%	7%	-6%	0.2
CCOC(=O)N1CCN(c2nc3ccccc3nc2C(C#N)C(=O)NCCc2ccccc2)CC1 (centres undefined)	-7%	-4	4%	0%	6%	-19%	7%	-0.5
O=C(CCCCCN1C(=O)c2ccccc2C1=O)Nc1ccccc1F	-7%	3	6%	-3%	-11%	-7%	2%	-1.0
CN(CC(=O)Nc1ccccc1Br)C(=O)CCC1CCCC1	-21%	10	-16%	-1%	-11%	-4%	12%	-2.4
C[C@H]1COC(=O)[C@@H](Cc2ccc(F)cc2)CC/C=C/C[C@H](CC(=O)N(CCO)Cc2ccccc2)C(=O)N1	3%	-4	-5%	0%	2%	-16%	12%	-2.7
CCOc1ccccc1CNC(=O)c1cn(C)c(=O)c2c1c1ccccc1n2C	3%	1	-13%	-3%	-19%	-3%	3%	-2.3
COc1ccc(OCC(=O)Nc2ccc3c(c2)nc(CN2CCCC2)n3C)cc1	2%	0	3%	0%	-1%	27µM*	4%	-4.4
O=C(Cc1csc(-c2cccc(Cl)c2)n1)Nc1cccc(S(=O)(=O)NC2=NCCC2)c1	-10%	-7	4%	-8%	-8%	-2%	9%	-1.9
CNc1nc(Oc2cccc(F)c2)c2sccc2n1	-2%	-1	-5%	.	-9%	6%	?	1.7
CCc1ccc(CCC(=O)Nc2ccc(Br)cc2)o1	-1%	9	6%	-1%	-26%	-4%	-12%	0.1
CCS(=O)(=O)c1nc(S(=O)(=O)c2ccc(C)cc2)c(N2CCN(C)CC2)s1	1%	4	-12%	-3%	-6%	3%	5%	-0.7
Cc1cc(C)n(C(=O)CNC(=O)c2ccco2)n1	-4%	.	-1%	0%	12%	-11%	0%	-4.9
COc1ccccc1NS(=O)(=O)c1cccc(C(=O)NNC(=O)C(NC(N)=O)C(C)C)c1 (centres undefined)	-3%	2	1%	7%	?	-5%	3%	0.8
FC(F)(F)c1ccccc1Cc1c(C2CCCCC2)nc2ccc(Br)cn12	-4%	-3	-1%	.	-19%	-4%	-20%	-3.0
COCCNC(=O)c1ccc(CN2CCc3ccccc3C2)cc1	-9%[57.1 µM]	-3	14%	-3%	4%	-9%	4%	3.1
CS(=O)(=O)N1CCN(c2ccccc2NC(=S)NC(=O)c2ccco2)CC1	-28%	0	-3%	.	5%	-6%	1%	0.8
CCCCCCN1C[C@H](O)[C@@H](n2cc(COC(=O)c3ccccc3)nn2)C[C@@H]1c1ccc(Cl)cc1	-17%	12	-6%	.	-26%	0%	-20%	0.6
OC(COc1ccccc1Cl)CN1CCN(CC(O)COc2ccccc2Cl)CC1 (centres undefined)	1%	14	-1%	-1%	4%	-6%	-6%	-2.5
O=S(=O)(NCC(c1ccc2c(c1)OCO2)N1CCOCC1)c1ccc(Cl)cc1 (centres undefined)	-6%	0	1%	-2%	-18%	-6%	-17%	1.6
COc1ccc(/C=c2\s/c(=C\C(=O)C(C)(C)C)[nH]c2=O)cc1O	-6%	-72*	-6%	-3%	-4%	-4%	-2%	-0.1
CC(C)OP(=O)(c1ccccc1)c1ccccc1	-1%	3	-1%	-1%	16%	-23%	-1%	-3.2
Cc1nc(-n2nnc3ccccc32)c2c3c(sc2n1)CCCC3	-7%	.	17%	-1%	-3%	-5%	-2%	0.9
O=C(CSc1nnc(CNC(=O)c2c(F)cccc2F)o1)NCc1ccccc1	-11%	8	-1%	2%	2%	-3%	9%	0.9
COc1ccc(Cl)cc1Nc1cc(C)nc2ccccc12	-14%	-3	6%	.	-2%	-4%	-4%	-1.9
Cc1cc(N2O[C@]34C=C[C@]25C[C@@H](O)CC[C@]5(C)C3CC[C@]2(C)[C@@H]([C@H](C)/C=C/[C@H](C)C(C)C)CC[C@H]24)no1 (some centres undefined)	5%	-3	-27%	3%	6%	24µM*	19%	0.1
Cc1cc(C)n2nc(SCCC(=O)NCCc3ccccc3)nc2n1	-17%	11	5%	1%	-30%	-15%	0%	-3.0
COc1cc(NC(=O)CC(C)n2ccnc2)cc(OC)c1 (centres undefined)	-2%	0	-7%	1%	7%	-3%	7%	2.9
O=C(CCn1nnc2ccccc21)Nc1nnc(Cc2ccccc2)s1	-18%	-53*	-3%	-2%	-14%	-29%	-5%	-0.7
Cc1ccccc1P(=O)(c1ccccc1)c1ccccc1C	-3%	0	-14%	.	14%	-4%	-11%	1.9

Complete entries from above. Values in the order: WRN inhibitor | PI5P4Ka inh | EPAC1 ag | MmCpn inh | EPAC1 antagonist | PLK1 PBD block | EPAC2 antagonist | CCT chaperon mod
Results for CCS(=O)(=O)c1nc(S(=O)(=O)c2ccc(C)cc2)c(N2CCN(C)CC2)s1 : 1% | 4 | -12% | -3% | -6% | 3% | 5% | -0.7
Results for OC(COc1ccccc1Cl)CN1CCN(CC(O)COc2ccccc2Cl)CC1 (centres undefined) : 1% | 14 | -1% | -1% | 4% | -6% | -6% | -2.5
Results for O=C(CCn1nnc2ccccc21)Nc1nnc(Cc2ccccc2)s1 : -18% | -53* | -3% | -2% | -14% | -29% | -5% | -0.7

Next results follow.
SMILES	WRN inhibitor	PI5P4Ka inh	EPAC1 ag	MmCpn inh	EPAC1 antagonist	PLK1 PBD block	EPAC2 antagonist	CCT chaperon mod
CC(C)C(=O)Nc1nc(-c2ccc(S(=O)(=O)N3CCOCC3)cc2)cs1	-19%	2	-9%	-12%	-5%	-15%	0%	-3.2
O=C(NCC1(N2CCCCC2)CCCCC1)c1cccc(S(=O)(=O)Nc2ccccc2Cl)c1	5%	7	-7%	.	-3%	-3%	6%	1.3
COc1ccc2cc(-c3[nH]ncc3CN3CCCC3c3nonc3C)ccc2c1 (centres undefined)	-4%	1	0%	0%	1%	-19%	-6%	1.6
O=C(NCc1nnc(SCC(=O)N2CCCCC2)o1)c1c(F)cccc1F	?	3	10%	-1%	-14%	-3%	-1%	-2.5
O=C(Cn1c(CC(=O)N2CCCC2)nc2ccccc21)NCc1ccccc1	1%	.	-1%	0%	1%	-6%	5%	-1.0
C[n+]1cccc2cccc([O-])c21	-15%[11.6 µM]	-29	4%	-2%	-7%	-25%	?	0.6
Cc1ccc(S(=O)(=O)N2CCOCC2)cc1C(=O)Nc1cccc(S(=O)(=O)N2CCCC2)c1	5%	9	4%	1%	-23%	-9%	-4%	-4.7
N#CCN1CCN(CCC(=O)Nc2ccc(OCc3ccccc3)cc2)CC1	2%	-4	0%	0%	0%	1%	-5%	-1.8
Cc1cc(C)cc(NC(=O)C(OC(=O)c2ccc([N+](=O)[O-])o2)c2ccccc2)c1 (centres undefined)	-8%	2	6%	1%	-4%	-4%	-22%	-1.4
COc1ccccc1/C=N/N1C(=O)c2cccc3cccc(c23)C1=O	0%	-6	-3%	-1%	8%	0%	0%	0.2
CCc1ccc(-c2cc(C)no2)cc1S(=O)(=O)NC(C)Cc1ccco1 (centres undefined)	-7%	9	8%	-1%	-9%	-12%	-21%	-2.2
O=C(O)c1ccc(N/N=C/c2ccc(-c3ccc(Br)cc3)o2)cc1	-27%	-3	-4%	-4%	?	?	-8%	-0.9
COc1ccc(N(CC(=O)NCC2CCCO2)C(=O)CCC(=O)Nc2nccs2)cc1 (centres undefined)	-4%	0	5%	.	5%	-2%	11%	2.9
COc1cc(/C=N/NC(=O)c2ccc(-c3ccccc3)cc2)cc(OC)c1OC	-23%[57.1 µM]	5	-4%	-1%	-4%	-1%	9%	0.4
CCOc1ccc(S(=O)(=O)NCC2CCCO2)c2ccccc12 (centres undefined)	-18%	-4	-1%	2%	-10%	-10%	-4%	1.8
Cc1ccc(-c2nnc(CN3CCN(C)CC3)o2)cc1	0%	7	-8%	1%	12%	-4%	2%	-0.5
Cc1nn(C(C)C(=O)NNC(=S)Nc2ccc(F)cc2)c(C)c1[N+](=O)[O-] (centres undefined)	-6%	.	7%	-1%	-17%	0%	-13%	-3.6
